SKKanGAS inh = SKKanGAS growth inhibition. hit rate 1.3% among 300,000. AID 1662. S. pyogenes SKKanGAS, kanamycin growth, BacTiter-Glo, 6 h. inhibition, % at 7.5 µM;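 active = mean replicate score, as percent of positive control median, at least 50; inconclusive = mean below 50 but one replicate at or above 50; inactive = mean and every replicate below 50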;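 also: strain carries kanamycin resistance gene driven by streptokinase promoter and grows in 40 µg/ml kanamycin; loss of luminescence reflects streptokinase promoter inhibition or plain growth inhibition; 0% = median of DMSO wells and 100% = positive control at its reference dose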
HDAC3 inh = blocks human histone deacetylase 3; O15379; recombinant HDAC3, fluorogenic peptide/trypsin coupled, fluorescence; hit rate 0.15% among 320,000; inhibition, % at 8.3 µM; AID 2718; in the data active = inhibition above about 26%, passing the limit was not always enough; inconclusive = no clear call, values can overlap the other calls
Target sequence (O15379 whole entry, looked up): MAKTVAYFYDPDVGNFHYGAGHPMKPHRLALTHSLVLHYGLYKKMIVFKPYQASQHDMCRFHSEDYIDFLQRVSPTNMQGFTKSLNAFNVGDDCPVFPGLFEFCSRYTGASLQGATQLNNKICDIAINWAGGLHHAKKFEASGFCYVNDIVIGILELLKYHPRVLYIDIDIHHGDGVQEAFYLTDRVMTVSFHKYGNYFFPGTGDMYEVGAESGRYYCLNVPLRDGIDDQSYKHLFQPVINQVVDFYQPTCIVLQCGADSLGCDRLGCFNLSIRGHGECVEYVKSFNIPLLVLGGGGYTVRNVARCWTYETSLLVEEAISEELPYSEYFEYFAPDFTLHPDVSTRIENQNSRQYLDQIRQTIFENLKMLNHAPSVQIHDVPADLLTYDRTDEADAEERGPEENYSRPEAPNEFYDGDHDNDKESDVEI
RGS4 block = inhibitors of human RGS4; P49798; HEK293 M3R/RGS4 inducible, Fluo-4 calcium flux; stronger effect = higher value; triggered by carbachol at its EC20; B-score at 10 µM; hit rate 0.45% among 310,000; AID 463165;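 active = B-score, a plate-corrected calcium signal, over three deviations above library mean, with baseline fluorescence within five deviations of library mean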;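 also: RGS4 expression induced by doxycycline in cells with stable M3 receptor; B-score is computed from the integrated fluorescence ratio over baseline after carbachol; higher B-score means a larger calcium signal and so more RGS4 inhibition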
Target sequence (P49798 whole entry, looked up): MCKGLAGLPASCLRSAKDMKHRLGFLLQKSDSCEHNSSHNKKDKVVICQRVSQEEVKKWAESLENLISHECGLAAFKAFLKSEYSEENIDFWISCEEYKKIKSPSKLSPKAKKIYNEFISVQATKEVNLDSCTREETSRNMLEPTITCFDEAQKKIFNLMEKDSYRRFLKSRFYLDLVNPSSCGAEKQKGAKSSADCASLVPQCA
RGS4 act = potentiators or activators of RGS4; HEK293 M3R/inducible RGS4, carbachol calcium flux Fluo4; stronger effect = lower value; B-score at 10 µM; hit rate 0.92% among 310,000; AID 463111;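 active = B-score of the integrated calcium signal more than 4 SD below the library mean, with starting fluorescence not abnormally high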;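 also: negative B-score means reduced calcium response which marks RGS4 activation or potentiation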
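Test system: HEK293 cells with stable M3R and inducible RGS4; also added: carbachol at ECmax as muscarinic agonist stimulus; schedule: dye loading 30 min 37 °C, buffer rest 30 min RT; technique: kinetic calcium fluorescence imaging with Fluo4-AM dye, 2 µM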
MrgX1 allo act = allosterically activates human MrgX1 receptor signaling. Q96LB2. MrgX1-HEK293, Fluo-4 calcium flux, FDSS; stronger effect = higher value. B-score at 10 µM. hit rate 0.63% among 310,000. AID 588675;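 active = plate-corrected calcium response at least 3 library SD above typical, normal starting fluorescence, not activating the receptor alone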;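 also: compound read alongside a low EC10 to EC30 dose of BAM8-22 agonist; peak minus trough fluorescence over baseline measured at the second addition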
Target sequence (Q96LB2 whole entry, looked up): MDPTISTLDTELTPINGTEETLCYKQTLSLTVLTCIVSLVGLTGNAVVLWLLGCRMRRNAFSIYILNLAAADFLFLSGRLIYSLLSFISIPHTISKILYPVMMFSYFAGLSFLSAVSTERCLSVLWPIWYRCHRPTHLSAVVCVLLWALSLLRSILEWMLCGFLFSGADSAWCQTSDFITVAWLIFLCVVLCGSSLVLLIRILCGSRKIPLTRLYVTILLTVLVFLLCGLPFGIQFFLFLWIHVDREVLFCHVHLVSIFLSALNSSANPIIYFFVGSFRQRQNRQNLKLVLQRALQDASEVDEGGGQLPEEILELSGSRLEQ
TRPC6 activator = activators of mouse TRPC6 channel; Q61143; HEK293-TRPC6 membrane potential dye fluorescence; stronger effect = higher value; B-score at 10 µM; hit rate 0.13% among 310,000; AID 2550;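 active = B-score of the integrated fluorescence ratio above library mean plus 3 SD, and starting fluorescence ratio within library mean plus 5 SD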;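 also: higher score means more depolarization so channel activation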
ANO1 block = mouse TMEM16A channel inhibition, primary screen | Q8BHY3 | HEK293 TMEM16A/YFP iodide influx fluorescence, ionomycin | normalized B-score (activity score, 25-100; higher = stronger inhibition) at 10 µM | hit rate 1.2% among 310,000 | AID 588511;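 active = ratio plate-corrected score three or more library SD toward inhibition, starting fluorescence score within five deviations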;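 also: score derived from kinetic fluorescence span divided by baseline fluorescence per well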
TMEM16A act = activators or potentiators of mouse TMEM16A chloride channel; hit rate 0.3% among 340,000; B-score at 10 µM; AID 623877; HEK293 TMEM16A/YFP-H148Q/I152L, iodide quench fluorescence; stronger effect = lower value;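 active = fluorescence-ratio B-score plate-corrected deviation score at least 3 library SD below zero, with starting fluorescence score within 5 deviations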;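 also: channel opened by trigger with iodide after compound preincubation; score built on the fluorescence ratio of max minus min over baseline; more negative score means more quench and so TMEM16A activation or potentiation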
MrgX1 ag = human MrgX1 receptor agonism, primary screen; Q96LB2; MrgX1-HEK293 cells, Fluo-4 calcium fluorescence, agonist mode; stronger effect = higher value; B-score at 10 µM; hit rate 0.44% among 310,000; AID 588627;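 active = calcium response B-score plate-corrected fluorescence ratio at least 3 library SD, with starting fluorescence B-score inside 5 SD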
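System – MrgX1-expressing HEK293 cells · Incubation – cells plated overnight, dye loaded 0.5 h 37 °C, 0.5 h room temperature · Technique – kinetic Fluo-4 NW fluorescence of intracellular calcium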
TRPC6 inhibitor = inhibitors of mouse TRPC6 channel | B-score at 10 µM | HEK293-TRPC6, membrane potential dye, ACh-evoked depolarization; stronger effect = lower value | Q61143 | AID 2553 | hit rate 1.1% among 310,000;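 active = B-score under library mean minus 3 SD, initial fluorescence not abnormally high, positive integrated signal ratio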;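 also: B-score derived from integrated fluorescence ratio over the kinetic read; more negative B-score means stronger inhibition of depolarization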
MrgX1 antagonist = human MrgX1 receptor antagonism, primary screen; Q96LB2; AID 588676; MRGX1-HEK293 calcium flux, Fluo-4, BAM8-22 antagonism; stronger effect = lower value; B-score at 10 µM; hit rate 1.3% among 310,000;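 active = calcium-response B-score plate-corrected more than 3 library SD below zero, starting fluorescence within 5 deviations, no agonist response on first addition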;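 also: peak minus trough fluorescence over baseline after final BAM8-22 challenge near maximal dose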
Numbers without * were called inactive; i = inactive; ? = inconclusive; . = not tested or not shown.

Values run as follows: RGS4 act	TMEM16A act	TRPC6 activator	MrgX1 ag	TRPC6 inhibitor	MrgX1 allo act	RGS4 block	MrgX1 antagonist	HDAC3 inh	SKKanGAS inh	ANO1 block
> COc1ccc(S(=O)(=O)N2CCOC2CNC(=O)C(=O)NCCc2c[nH]c3ccccc23)cc1C (stereo unspecified)
→ i	i	i	i	i	i	i	i	0	-2	i
> COc1ccc2c(C)c(C(=O)N3CC[C@@H](N4CCC(O)CC4)[C@H](O)C3)oc2c1
→ i	i	i	i	i	i	i	i	3	0	i
> O=C(OCC(=O)c1cccs1)c1ccc(NC(=O)c2ccco2)cc1
→ i	i	i	i	i	i	i	i	7	4	i
> COc1ccccc1C(=O)NC(=S)/C=C1/N(C)c2ccccc2C1(C)C
→ i	i	i	i	i	i	i	i	.	9	i
> Cc1ccc(S(=O)(=O)N(C)C)cc1NC(=O)COC(=O)COc1ccc2c(c1)CCC2
→ i	i	i	i	i	i	i	i	13	-1	i
> CCSc1nc2ccccc2n1CCOc1ccccc1
→ i	i	i	i	i	i	i	i	2	17	i
> O=C(NCCc1ccccc1)C1CCN(C(=O)c2ccc([N+](=O)[O-])cc2)CC1
→ i	i	i	i	i	i	i	i	-1	-8	i
> CC(C)C(=O)Nc1nnc(SCC(=O)NCc2cccs2)s1
→ i	i	i	i	i	i	i	i	0	-8	i
> O=C(c1ccccc1)N1CC(COc2ccccc2)OC(c2cccnc2)O1 (stereo unspecified)
→ i	i	i	i	i	i	i	i	2	1	i
> CCOC(=O)/C(C#N)=C\c1ccc(N2CCN(C)CC2)cc1
→ i	i	i	i	i	i	i	i	-4	-3	i
> CN(c1cccnc1)c1ncnc2[nH]ncc12
→ i	i	i	i	i	i	i	i	1	-7	i
> CCC(=O)N1N=C(c2ccc(NS(C)(=O)=O)cc2)CC1c1ccc(N(C)C)cc1 (stereo unspecified)
→ i	i	i	i	i	i	i	i	-6	0	i
> O=C(Nc1ccccc1)Nc1nnc(Cc2ccc(F)cc2)s1
→ i	i	i	i	i	i	i	i	-1	-6	i
> COc1ccc(OC)c(C(=O)NC(CC(N)=O)c2ccc(NCc3ccccn3)c([N+](=O)[O-])c2)c1 (stereo unspecified)
→ i	i	i	i	i	i	i	i	7	-2	i
> O=C(Nc1ccccc1)C1=C[C@H](c2csc3ccccc23)C[C@H](OCc2ccc(CO)cc2)O1
→ i	i	i	i	i	i	i	i	8	19	i
> Cc1ccc(CNC(=O)C2CCN(S(=O)(=O)N3CC(C)CC(C)C3)CC2)cc1 (stereo unspecified)
→ i	i	i	i	i	i	i	i	3	2	i
> CC(C)(C)c1ccc(C(=O)NC(=S)Nc2nc3c(s2)CCCC3)cc1
→ i	i	i	i	i	i	i	i	3	-2	i
> CN(C)c1ccc(C(=S)N2CCCCCC2)cc1
→ i	i	i	i	i	i	i	i	0	8	i
> O=C(C/C=N/OCc1ccccc1F)c1cnc(-c2ccc(Cl)cc2)s1
→ i	i	i	i	i	i	i	i	2	-4	i
> CC12CCC(C(=O)Nc3cc(Cl)ccc3Cl)(C(Br)C1=O)C2(C)C (stereo unspecified)
→ i	i	i	i	i	i	i	i	0	-3	i
> CCCN1C(=S)SC(C)(C)C1/[N+]([O-])=C/c1cccnc1 (stereo unspecified)
→ i	i	i	i	i	i	i	i	4	3	i
> CCOC(=O)C1=C(CC)Nc2ccccc2N=C1NC(=O)c1ccc(OC)c(S(=O)(=O)N2CCCCC2C)c1 (stereo unspecified)
→ i	i	i	i	i	i	i	i	-1	-3	i
> CCCCNc1nc(Nc2ccc(C)c(Cl)c2)c2cnn(C)c2n1
→ i	i	i	i	i	i	i	i	-2	-1	i
> COc1ccc(OC)c(C(=O)NC(CC(N)=O)c2ccc(NCCN3CCCCC3)c([N+](=O)[O-])c2)c1 (stereo unspecified)
→ i	i	i	i	i	i	i	i	0	-1	i
> COc1ccccc1/C=C/C=C1N=C(/C=C/c2ccc(Cl)cc2)OC/1=O
→ i	i	i	i	-5.9*	i	i	i	4	47	i
> O=C(NC1CCS(=O)(=O)C1)c1cccnc1 (stereo unspecified)
→ i	.	i	i	i	i	i	i	-6	-3	i
> COc1cccc(CNS(=O)(=O)c2cc(-c3cc(C)no3)ccc2C(C)C)c1
→ i	i	i	i	i	i	i	i	4	-3	i
> CCOC(=O)C1=C(c2ccccc2)NC(=O)NC1c1ccc(N(C)C)cc1 (stereo unspecified)
→ i	i	i	i	i	i	i	i	1	14	i
> CCOc1ccc(CCNC(=O)COC(=O)COc2cc(C)cc(C)c2)cc1OCC
→ i	i	i	i	i	i	i	i	3	2	i
> Cc1cc(S(=O)(=O)N2CCN(C(=O)c3ccco3)CC2)ccc1F
→ i	i	i	i	i	i	i	i	-6	1	i
> CSc1ccc(-c2nc(O)c3cnccn23)cc1
→ i	i	i	i	i	i	i	i	-3	-14	i
> CCc1ccc(OCC(=O)Nc2ccc(-c3cc4ccccc4oc3=O)c(OC)c2)cc1
→ i	i	i	i	i	i	i	i	-14	14	i
> CC(/C=N/NC(=O)c1ccncc1)=C\c1ccccc1
→ i	i	i	i	i	i	i	i	6	-8	i
> Cn1c(CNC(=O)c2ccco2)nnc1SCC(=O)Nc1ccc(Cl)cc1
→ i	i	i	i	i	i	i	i	-4	-6	i
> CSCCNC(=O)c1ccc2nc(Cc3ccccc3F)oc2c1
→ i	i	i	i	i	i	i	i	1	3	i
> CCN1C(=O)C(O)(CC(=O)c2cc(C)ccc2C)c2ccccc21 (stereo unspecified)
→ i	i	i	i	i	i	i	i	-2	8	i
> O=C(Nc1ccon1)c1cc2c(s1)CCCCCC2
→ i	i	i	i	i	i	i	i	6	-1	i
> Cc1ccc(C2C3=C(CC(C)(C)CC3=O)Nc3onc(C)c32)cc1 (stereo unspecified)
→ i	i	i	i	i	i	i	i	-12	-1	i
> Cc1ccccc1NC(=S)NCc1ccccc1
→ i	i	i	i	i	i	i	i	-8	-11	i
> CCOCCn1c2ccccc2c2nc3ccccc3nc21
→ i	i	i	i	i	i	i	i	-7	-3	i
> COc1ccc(OC)c(S(=O)(=O)Nc2ccc3c(c2)C(=O)OC3)c1
→ i	i	i	i	i	i	i	i	-2	-7	i
> CC(=O)NC(C)C(=O)OCc1ccc(Cl)cc1Cl (stereo unspecified)
→ i	i	i	i	i	i	i	i	-4	-7	i
> S=C(Nc1cccc(Br)c1)N1CCn2cccc2C1c1cccnc1 (stereo unspecified)
→ i	i	i	i	i	i	i	i	5	5	i
> CN1CCN(CCOc2ccc(Cl)c(Cl)c2)CC1
→ i	i	i	i	i	i	i	i	2	-6	i
> COc1ccc(S(=O)(=O)NCC2CCCO2)cc1Cl (stereo unspecified)
→ i	i	i	i	i	i	i	i	-4	0	i
> CCCn1nnnc1NCc1ccccc1Cl
→ i	i	i	i	i	i	i	i	-7	-1	i
> O=C(CSc1nnc(Cc2cccs2)n1Cc1ccco1)Nc1cccc(Cl)c1
→ i	i	i	i	i	i	i	i	17	8	i
> O=C(N/N=C/c1cc(Br)c(O)c(Br)c1O)c1ccc2c(c1)OCCO2
→ i	i	i	i	i	i	i	i	?	18	i
> CC(=O)c1ccc(Nc2ccc(-c3ccccc3F)nn2)cc1
→ i	i	i	i	i	i	i	i	-10	5	i
> COc1ccc(N2CCN(C3CCCCC3NS(=O)(=O)c3ccccc3)CC2)cc1 (stereo unspecified)
→ i	i	i	i	i	i	i	i	0	1	i
> CC1CCCN(C(=O)c2cc3ccccc3cc2O)C1 (stereo unspecified)
→ i	i	i	i	i	i	i	i	1	-4	i
> Cc1cc(=O)[nH]c(N2CCN(c3ccc(Cl)cc3)CC2)n1
→ i	i	i	i	i	i	i	i	-5	0	i
> O=C1COc2ccc(C(=O)NCc3ccc4c(c3)OCO4)cc2N1
→ i	i	i	i	i	i	i	i	-3	-3	i
> COc1ccc(CCNC(=O)c2cc3c(=O)n4cccc(C)c4nc3s2)cc1OC
→ i	i	i	i	i	i	i	i	-5	0	i
> COC(=O)c1ccc(C)c(NS(=O)(=O)c2ccc(NC(C)=O)cc2)c1
→ i	i	i	i	i	i	i	i	1	3	i
> O=C(Nc1nnc(C2CC2)s1)C1Cc2ccccc2CN1S(=O)(=O)c1ccccc1F (stereo unspecified)
→ i	i	i	i	i	i	i	i	-12	-4	i
> Cc1oc(C(C)(C)C)cc1C(=O)Nc1ccc(N2CCOCC2)cc1
→ i	i	i	i	i	i	i	i	0	-2	i
> O=C(C1=C[C@H](c2ccc(C(F)(F)F)cc2)C[C@H](OCc2ccc(CO)cc2)O1)N1CCN(Cc2ccccc2)CC1
→ i	i	i	i	i	i	i	i	34*	23	i
> CCC(=O)NC(=S)NNC(=O)c1ccc(OC)cc1
→ i	i	i	i	i	i	i	i	6	10	i
> Nc1nonc1-n1nnc(C(=O)N/N=C/c2ccccc2O)c1CN1CCCC1
→ i	i	i	i	i	i	i	i	3	-3	i

More records.
Values run as follows: RGS4 act	TMEM16A act	TRPC6 activator	MrgX1 ag	TRPC6 inhibitor	MrgX1 allo act	RGS4 block	MrgX1 antagonist	HDAC3 inh	SKKanGAS inh	ANO1 block
> CCC1CCCCN1C(=O)CCc1nnc(C2CCCCC2)o1 (stereo unspecified)
→ i	i	i	i	i	i	i	i	4	3	i
> CCn1c(-c2csc(-c3ccc(Cl)cc3)n2)n[nH]c1=S
→ i	i	i	i	i	i	i	-6*	9	-6	i
> CCc1cccc(NC(=O)Cc2ccc([N+](=O)[O-])cc2)c1
→ i	i	i	i	i	i	i	i	-1	4	i
> COc1cc(OC)cc(-n2nnnc2SCC(=O)NCCc2ccc(OC)c(OC)c2)c1
→ i	i	i	i	i	i	i	i	3	-8	i
> CC(C)=CCC/C(C)=C/C=N/NC(=O)c1ccc([N+](=O)[O-])cc1
→ i	i	i	i	i	i	i	i	2	-22	i
> COCC1CCN(C(=O)c2ccc3oc(Cc4ccccc4)nc3c2)C1 (stereo unspecified)
→ i	i	i	i	i	i	i	i	-2	?	i

Screening results from PubChem.
